# Screening results from PubChem.
# Vif-A3F inh = blocks the Vif interaction with APOBEC3F; HeLa A3F-eYFP + Vif (tagged APOBEC3F with the HIV-1 protein that degrades it), YFP fluorescence increase; Potency, µM (titrated, usually from 46.1 µM), without a hit: at the highest dose activity, negative = active; 390,000 compounds, 0.2% hits; note: potency is the fitted concentration of half-maximal effect; % of control where 0% means no effect; nearly all actives have a fitted effect of over 65% in size
#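 Fluorescence increase (Ex 488/Em 500-530) after overnight compound treatment at 37 deg C flags inhibition of Vif-driven A3F-eYFP loss in stable HeLa A3F-eYFP/Vif cells seeded overnight beforehand.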
# Vif-APOBEC3G blk = inhibitors of Vif-APOBEC3G interaction. AID 602310. Q9HC16. HeLa A3G-eYFP + Vif (tagged APOBEC3G with the HIV-1 protein that degrades it), YFP fluorescence, overnight. 410,000 compounds, 0.076% hits. Potency, µM (titrated, usually from 46.1 µM), without a hit: at the highest dose activity, negative = active, most hits filed as inhibitors;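 note: potency is the fitted concentration of half-maximal effect; % is set by controls: 0 for no effect and ±100 for the full control effect; nearly all actives have a fitted effect of over 60% in size; hits raise eYFP signal because A3G escapes Vif-driven loss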
#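 HeLa cells stably expressing Vif and C-terminally eYFP-tagged A3G, seeded overnight at 37 deg C, then exposed to compound by pintool overnight at 37 deg C. Rise in yellow fluorescence (Ex 488/Em 500-530, Acumen) marks blocked Vif-driven A3G degradation.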
# PI4K2A inh = PI4K2A (human) kinase inhibition | Q9BTU6 | purified PI4K2A, ADP-Glo luminescence, 1 h; active compounds read low | activity change, negative = inhibition, % at 76.9 µM | 420,000 compounds, 0.13% hits | AID 1346378; in the data active = activity change below about -50%; inconclusive = mostly about -30% to -49%;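 note: -100% = wells without enzyme as full effect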
#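 PI4K2A activity was measured by ADP-Glo luminescence: enzyme (4 ug/mL stock) and phosphatidylinositol (1.2 mM stock) in Tris pH 7.5/MgCl2/EGTA/Triton X-100 buffer were reacted with ATP (300 microM stock) for one hour at ambient temperature.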
# GRP78 ERSR act = inducers of ER stress response in human glioma cells | U87-MG GRP78 promoter luciferase reporter, 16 h | Potency, µM, inactives show at the highest dose activation, hits mostly activators | 420,000 compounds, 0.02% hits | AID 602332; note: potency is the fitted concentration of half-maximal effect; series mostly up to about 76 µM; % of control where 0% means no effect; nearly all actives have a fitted effect of over 35% in size
#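 Stably transfected U87-MG glioma cells carrying a GRP78-based luciferase sensor; 16 h compound incubation. Luminescence end-point read 10 min after Bright-Glo addition at room temperature.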
# USP1 inh = inhibitors of human USP1/UAF1 deubiquitinase. O94782. recombinant USP1/UAF1, Ub-Rhodamine cleavage fluorescence. Potency, µM (doses to about 57.1 µM), without a hit: at the highest dose activity change, negative = inhibition, usual class: inhibitors. 390,000 compounds, 0.23% hits. AID 743255; note: potency is the fitted concentration of half-maximal effect; % is set by controls: 0 for no effect and ±100 for the full control effect; nearly all actives have a fitted effect of over 60% in size; inactives centre near -12
#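 Step one: compound is pinned into 1nM USP1/UAF1 in HEPES pH 7.8 buffer with TCEP. Step two: 15 min room-temperature incubation. Step three: Ub-Rho (150nM final) starts cleavage, tracked by fluorescence over six one-minute reads.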
# LDHA inh = blocks human lactate dehydrogenase A; P00338; purified LDHA, NADH/diaphorase-resazurin fluorescence; active compounds read low; activity change, % (values are at about 110 or 230 µM); 480,000 compounds, 0.15% hits; in the data active = activity change below about -30%; inconclusive = mostly about -25% to -30%;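 note: plate controls were DMSO wells for no effect and wells without enzyme for full effect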
#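 Resorufin fluorescence (ex540/em590), read at 0 and 20 min after diaphorase/resazurin addition, reports the NADH left after a 5 min room-temperature reaction of 2 nM human LDH5 with 0.06 mM NADH and 0.2 mM pyruvate.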
# RXFP1 agonist = agonists of human relaxin receptor RXFP1 | AID 2676 | 370,000 compounds, 0.3% hits | Potency, µM (series often up to 57.5 µM), for the others: top-dose activation, most hits filed as activators | Q9HBX9 | HEK293T-RXFP1 cAMP TR-FRET, 30 min; response scale: percent of porcine relaxin response, buffer zero; note: potency is the fitted concentration of half-maximal effect; % is set by controls: 0 for no effect and ±100 for the full control effect; nearly all actives have a fitted effect of over 60% in size; many of its hits are not listed in these tables
# Target sequence (Q9HBX9 whole entry, looked up): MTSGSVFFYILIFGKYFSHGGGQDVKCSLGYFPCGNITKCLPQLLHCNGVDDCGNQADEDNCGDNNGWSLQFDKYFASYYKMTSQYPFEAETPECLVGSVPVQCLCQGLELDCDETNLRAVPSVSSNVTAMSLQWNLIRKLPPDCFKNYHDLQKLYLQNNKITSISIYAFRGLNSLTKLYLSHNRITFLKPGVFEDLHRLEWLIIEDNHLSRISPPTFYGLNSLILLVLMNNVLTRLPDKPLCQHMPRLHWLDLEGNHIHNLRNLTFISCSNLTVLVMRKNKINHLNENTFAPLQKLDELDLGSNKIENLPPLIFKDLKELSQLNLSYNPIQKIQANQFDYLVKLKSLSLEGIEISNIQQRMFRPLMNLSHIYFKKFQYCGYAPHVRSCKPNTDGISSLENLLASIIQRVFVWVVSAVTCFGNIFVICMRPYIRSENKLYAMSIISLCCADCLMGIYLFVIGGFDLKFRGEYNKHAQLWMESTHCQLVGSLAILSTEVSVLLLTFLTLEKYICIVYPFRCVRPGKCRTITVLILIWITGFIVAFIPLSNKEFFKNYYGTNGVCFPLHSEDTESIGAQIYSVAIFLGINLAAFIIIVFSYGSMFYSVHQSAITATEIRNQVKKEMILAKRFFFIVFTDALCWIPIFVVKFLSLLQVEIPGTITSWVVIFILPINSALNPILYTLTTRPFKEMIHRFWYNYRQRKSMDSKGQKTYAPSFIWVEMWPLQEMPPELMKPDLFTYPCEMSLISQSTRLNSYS
#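 HEK293T cells stably expressing RXFP1 were pretreated with the PDE4 inhibitor Ro 20174, exposed to compounds for 30 min at 37C, lysed, and cAMP was read by TR-FRET. Data normalized to buffer (basal) and 29 nM porcine relaxin (100%).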
# TrxR1 substrate = substrates of rat thioredoxin reductase 1 | purified TrxR1 substrate turnover, NADPH consumption readout | O89049 | Potency, µM (series often up to 114 µM), inactives show at the top dose activity change, negative = substrate turnover | 390,000 compounds, 0.01% hits; note: potency is the fitted concentration of half-maximal effect; % is set by controls: 0 for no effect and ±100 for the full control effect; nearly all actives have a fitted effect of over 50% in size
#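 Rat TrxR1, dispensed at 90 nM, was prereduced with 400 uM NADPH (final) for 5 min at ~22 deg C, then incubated with compound 15 min before 400 uM selenite. A first-read NADPH fluorescence drop versus no-compound background flagged substrates.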
# mIDH1 inhibitor = human IDH1 R132H inhibition | AID 602179 | 390,000 compounds, 0.093% hits | O75874 | Potency, µM (titrated, usually from 76.6 µM), for inactives: top-dose activity change, negative = inhibition, most hits filed as inhibitors | IDH1-R132H enzyme, NADPH consumption, diaphorase/resazurin fluorescence; note: potency is the fitted concentration of half-maximal effect; % is set by controls: 0 for no effect and ±100 for the full control effect; nearly all actives have a fitted effect of over 65% in size
#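 IDH1-R132H (0.5 ug/mL) preincubated 30 min with compound, then NADPH (0.016 mM) and alpha-KG (2 mM) added; 80 min at RT, pH 7.5. Remaining NADPH coupled via diaphorase/resazurin to fluorescence (540/590 nm); concentration-response curves normalized to no-enzyme control.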
# * = called active by the depositor; ? = inconclusive; / = not tested or not shown; & = joins results of further samples; [ ] = dose if it differs, or a comment. Unless noted, calls come from the whole dose curve; as a rule, active = well fitted curve in the direction sought with a large enough effect; inconclusive = small, poorly fitted or top-dose-only effect, or another doubt; inactive = no such curve, though single readings can be large; an effect the other way counts as inactive or inconclusive. Some of the compounds tested; the hit share may differ from the screen's.
# Values run as follows: Vif-A3F inh, Vif-APOBEC3G blk, PI4K2A inh, GRP78 ERSR act, USP1 inh, LDHA inh, RXFP1 agonist, TrxR1 substrate, mIDH1 inhibitor
Cc1cc(C)n2nc(CC(=O)NNC(=O)COc3cccc(C)c3C)nc2n1
    -2%, 2%, -6, -1%, -19%, 1, 8.3%, 5%, -1%
COc1ccc(NC(=O)Nc2ccccc2F)c(C)c1
    4%, 2%, -8, 4%, -2%, -6, -2.5%, 0%[57.1 µM], 16%
CN(C)CCCNC(=O)c1cc(C(=O)c2ccccc2F)c[nH]1
    -7%, -3%, 6, -5%, -11%, -5, 2.0%, -3%[57.1 µM], 14%
COCCNC(=O)CCSc1nc(-c2ccc3c(c2)OCO3)cc(C(F)(F)F)n1
    4%, 3%, -9, 0%, -14%, 0, 12%, 19%, 7%
COc1ccc(-n2c(C)c(C(C)=O)c3cc(O)ccc32)cc1
    -6%, 3%, -1, 2%, 2%, 0&10, 0.7%, 5%[57.1 µM], -5%
Cc1c(NC(=O)COC(=O)c2cccc(F)c2)c(=O)n(-c2ccccc2)n1C
    -18%, -1%, -2, -2%, -8%, -6, /, /, -5%
O=C(N/N=C/c1cn(-c2ccccc2)nc1-c1ccccc1)c1ccco1
    1%, 0%, 0, 1%, -16%, 0, 0.2%, 12%[57.1 µM], 3%
CCOC(=O)c1c(C)[nH]c(C)c1C(=O)COC(=O)/C=C/c1ccc(OC(F)F)cc1
    -4%, -19%, -2, -5%, -5%, 2, 0.9%, -12%, 4%
C=CCc1cc(Cl)ccc1OCCN(C)C
    -4%, 0%, 15, -4%, 0%, -18, 0.4%, 6%, 1%
CC=CCn1c(SCc2ccccc2)nc2c1c(=O)[nH]c(=O)n2C
    /, -1%, -2, -1%, /, -10, /, /, /
O=C(Cn1nnc(-c2ccc(S(=O)(=O)N3CCCC3)cc2)n1)NCC1CCCO1 (stereo not drawn)
    1%, -3%, 8, -2%, -11%, 0, -0.2%, 1%, 4%
O=C(NCCc1ccc(Cl)cc1)c1cnccn1
    -27%, -3%, 1, 0%, -28%, -3, 0.8%, 6%, 23%
Cc1[nH]c2ccccc2c1/C=N/n1cnnc1
    -10%, 2%, 1, -8%, -14%, -3, -0.2%, -10%, -3%
COC(=O)c1ccccc1NC(=O)CSc1nc2cccnc2n1C
    -6%, -1%, -2, -1%, -2%, -16, 4.1%, 5%[57.1 µM], 5%
CCCn1c(C)cs/c1=N\C(=S)Nc1ccccc1
    1%, 1%, 1, -3%, -4%, -5, ?, -4%, 2%
COc1cccc(OC)c1OC(=O)c1ccccc1
    14%, 0%, 5, -4%, -6%, -3, /, 10%[57.1 µM], -1%
COc1ccc(Cn2c(CCC(=O)Nc3ccc(OC)c(Cl)c3)nc3cccnc32)cc1
    0%, -9%, 2, -4%, -5%, -7, 11%, 3%, -6%
Cc1ccc(S(=O)(=O)N(CC(=O)O)Cc2ccco2)cc1
    4%, -9%, 5, -5%, -20%, -6, -0.2%, 3%, 5%
O=C1C(O)=CC(=C(c2ccccc2)c2ccccc2)c2ccccc21
    -9%, -7%, -10, 13%, ?, 51, /, 4%[57.1 µM], 28%
Cc1cccc(C(=O)N2CCc3cc(CNC(=O)CCc4ccccc4)ccc32)c1
    -1%, 1%, 1, -3%, 2%, 1, 1.4%, -3%[57.1 µM], -5%
CCN(c1ccccc1)S(=O)(=O)c1ccc(Cl)c(C(=O)OCC(=O)c2[nH]c(C)c(C(C)=O)c2C)c1
    -10%, -3%, 8, -4%, -18%, -18, 2.7%, 0%, -4%
COC(=O)c1ccc(Nc2cc(C)nc3ccc(C)cc23)cc1
    -5%, ?, 0, -5%, -7%, -11&-3, 2.6%, 2%[57.1 µM], 8%
CCc1cccc(C)c1NC(=O)C(CC)Sc1nc2ccncc2[nH]1 (stereo not drawn)
    3%, 0%, 0, -3%, -6%, 2, 0.2%, -2%, 10%
CCCc1cc(C(=O)Nc2cccc(C(C)=O)c2)no1
    -23%, 2%, 0, 3%, -19%, -9, 1.1%, 6%[57.1 µM], -5%
Cc1cc(C)cc(NC(=O)C(NS(=O)(=O)c2cccc3nsnc23)c2ccccc2)c1 (stereo not drawn)
    6%, 0%, 3, -3%, -14%, -2, 4.9%, -9%, -1%
O=C(O)c1ccoc1CN1CCCCC1
    -11%, 2%, -1, -4%, -22%, 0, 0.5%, 1%, 5%
CCOc1ccc(N2CC(C(=O)N3CCCCC3)CC2=O)cc1 (stereo not drawn)
    9%, 0%, 4, 0%, -2%, -4, 0.4%, 3%, -1%
COc1ccc(C(=O)CC(=O)C(=O)Nc2cc(C)ccc2C)cc1
    -1%, -1%, -2, -4%, -18%, 11, -0.1%, 5%, 4%
COCC(=O)Nc1ccc2c(c1)[C@@H]1C[C@H](CC(=O)OC)O[C@H](CO)[C@@H]1O2
    -2%, -4%, 1, 0%, -5%, -2, /, /, -4%
COc1cc(C(CCN2CCCC2)c2c(OC)cc(OC)c3c(-c4ccccc4)cc(=O)oc23)cc(OC)c1OC (stereo not drawn)
    -7%, 1%&0%, -5, -8%&-7%, 11%, 9, 0.0%, -1%&2%, 0%
Cc1ccc(-c2cc(C(=O)Nc3ccccc3C(N)=O)c3ccccc3n2)o1
    3%, -2%, -2, -7%, -14%, -6, /, 28%[57.1 µM], 2%
CC(=O)N1c2ccc(S(=O)(=O)NCC3CCC(C(=O)Nc4ccc(C)cn4)CC3)cc2CC1C (stereo not drawn)
    -5%, 2%, 6, -2%, -19%, -1, 0.1%, -5%, 3%
CSc1nc(N)nc2c1ncn2CC(=O)NCCCN1CCCC1=O
    -2%, -7%, 0, -3%, -15%, -1, /, 3%, 23%
Cc1ccc(-c2nnc(SCC(=O)NNC(=O)COc3ccccc3C)n2C)cc1
    5%, -1%, -2, -3%, -8%, -4, -0.2%, -1%, 3%
COc1ccc(Cl)cc1NC(=O)CSc1nc2sccc2c(=O)[nH]1
    9%, -6%, 1, -2%, -26%, -9, 1.1%, -1%[57.1 µM], -5%
O=C(OCc1cc(=O)n2cc(Br)ccc2n1)C1COc2ccccc2O1 (stereo not drawn)
    -4%, -1%, 1, -2%, 2%, 3, 9.2%, -6%, 0%
COc1ccc(/C=C/C(=O)Nc2ccc3c(c2)CCC3)cc1OC
    1%, -2%, 4, 11%, -18%, -2, 0.6%, -14%, 1%
O=C(NC1CC1)c1ccc(Cl)c(S(=O)(=O)N2CCOCC2)c1
    10%, 1%, 5, -1%, -5%, -4, -0.6%, 3%, 6%
COCC(C)NC(=O)CSc1nnc(-c2cccc(S(=O)(=O)N3CCCCC3)c2)o1 (stereo not drawn)
    -11%, 2%, 1, 0%, 0%, -5, 1.4%, -3%[57.1 µM], 2%
Cc1ccc(CCNC(=O)C2COc3ccccc3C2)cc1 (stereo not drawn)
    2%, 11%, -1, 0%, ?, -9, 1.2%, -1%[57.1 µM], -10%
O=C(c1ccc(Cl)cc1)c1c[nH]c(C(=O)NNc2cccc(Cl)n2)c1
    10%, -21%, 3, -1%, -10%, -11, -0.9%, -8%, 3%
Cc1cc(C(=O)Nc2ccc(C#N)cc2)on1
    5%, -2%, -2, 1%, -19%, 0, 5.2%, 5%, -2%
CN1CCC(N(C)S(=O)(=O)c2ccc(NC(=O)COc3ccc(Cl)cc3)cc2)CC1
    4%, 9%, -1, -2%, -26%, -4, 1.9%, 10%, 4%
O=C(Nc1cccc(C(=O)N2CCCC2)c1)c1ccccc1Cl
    -2%, 1%, 7, -2%, 0%, -4, -1.6%, -2%, 8%
N/C(=N\OC(=O)CCC1CCCCC1)c1cccnc1
    -2%, 0%, -1, 7%, -23%, 2, 0.5%, -11%, 3%
CCCn1c(C)cc(C(=O)CN2C(=O)NC3(CCCCCC3)C2=O)c1C
    0%, 1%, -7, -2%, -24%, 3, /, /, 10%
COc1ccc(NC(=O)COC(=O)Cn2nnc3ccccc32)cc1
    -4%, 4%, -10, 11%, 6%, -3, -0.2%, -6%, 0%
Cc1cc(NC(=O)CSc2nnc3c(C)cc4ccccc4n23)no1
    -9%, 0%, -4, 2%, -3%, -6, 1.2%, 17%, 8%
COC(=O)Cc1[nH]c(Cl)nc1C(N)=O
    -10%, -3%, -1, -1%, 3%, -9, -1.0%, -8%, -2%
CCC(=O)N1CCc2cc(Br)cc(S(=O)(=O)NCc3ccccc3)c21
    -8%, 3%, 8, 2%, -5%, -4, -0.5%, -10%, 10%
Fc1cccc(CN2CCC(Cc3ccccc3)CC2)c1
    -20%, 11%, 4, -3%, -16%, -12, -2.0%, 9%, 9%
COCc1cc(C)nc(OCC(=O)N/N=C/c2ccc(C)cc2)c1C#N
    -15%, ?, -3, -2%, -13%, -2, -2.1%, 3%, 5%
COc1ccc(S(=O)(=O)NCCc2c(C)nn(C)c2Oc2ccccc2)cc1
    -2%, -6%, 1, -1%, -20%, -1, 3.0%, 10%, 10%
O=C(N/N=C/c1ccc(O)c(O)c1)c1cc(-c2ccccc2)nc2ccccc12
    -10%, -28%, -2, -10%, -20%, 7, 0.2%, 4%[57.1 µM], 0%
